From PubChem
D2 PAM: positive allosteric modulators of human D2 dopamine receptor; actives 0.34% (n = 340,000); HEK293 T-REx D2, calcium flux, EC20 dopamine potentiation; potentiation, % at 10 µM; AID 485347;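 active means potentiation over 3 SD above the plate norm, cut at about 30% in these data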; further: 0% is about no effect
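Calcium flux readout, no-wash dye, 1 read/s. Inducible HEK293 Trex D2 line, overnight 30 C. Compound alone 180 s (agonist flags), then EC20 dopamine, another 180 s to score potentiation.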
D1 antag: antagonists of human D1 dopamine receptor. actives 3.2% (n = 360,000). HEK293 TREx D1 cells, calcium flux, dopamine EC80; active compounds read low. activity change, negative = inhibition, % at 10 µM. P21728; in the data active means activity change below about -30%; further: on the % scale 0 is the no-effect control and ±100 the full control effect
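Kinetic fluorescence of a calcium dye serves as the read-out. D1-expressing Hek293 Trex cells, induced overnight at 30 C, are exposed to compound for 180 s before an EC80 dopamine addition, then read 180 s further.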
D2 ag: agonists of human D2 dopamine receptor | P14416 | HEK293 T-REx D2 cells, calcium flux agonist mode | activation, % at 2 µM | actives 0.53% (n = 340,000);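 active means activation over 3 SD above normal in the single-dose calcium agonist read, cut at about 30% in these data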; further: 0% is about no effect
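In this primary screen, compounds producing a positive calcium signal within 180 s of addition to tetracycline-induced, force-coupled HEK293 Trex D2 cells are flagged; cells are dye-loaded with a no-wash calcium kit beforehand.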
RXFP1 agonist: activates the human relaxin receptor RXFP1; Potency, µM (series often up to 57.5 µM), inactives show at the top dose activation, usual class: activators; AID 2676; HEK293T-RXFP1 cAMP TR-FRET, 30 min; response scale: percent of porcine relaxin response, buffer zero; Q9HBX9; actives 0.3% (n = 370,000); active means well fitted activation curve with a large enough effect; inconclusive means small, poorly fitted or top-dose-only effect; further: potency means the concentration at half of the fitted maximal effect; on the % scale 0 is the no-effect control and ±100 the full control effect; nearly all actives have a fitted effect of over 60% in size; many of its hits are not listed in these tables
Target sequence (Q9HBX9 whole entry, looked up): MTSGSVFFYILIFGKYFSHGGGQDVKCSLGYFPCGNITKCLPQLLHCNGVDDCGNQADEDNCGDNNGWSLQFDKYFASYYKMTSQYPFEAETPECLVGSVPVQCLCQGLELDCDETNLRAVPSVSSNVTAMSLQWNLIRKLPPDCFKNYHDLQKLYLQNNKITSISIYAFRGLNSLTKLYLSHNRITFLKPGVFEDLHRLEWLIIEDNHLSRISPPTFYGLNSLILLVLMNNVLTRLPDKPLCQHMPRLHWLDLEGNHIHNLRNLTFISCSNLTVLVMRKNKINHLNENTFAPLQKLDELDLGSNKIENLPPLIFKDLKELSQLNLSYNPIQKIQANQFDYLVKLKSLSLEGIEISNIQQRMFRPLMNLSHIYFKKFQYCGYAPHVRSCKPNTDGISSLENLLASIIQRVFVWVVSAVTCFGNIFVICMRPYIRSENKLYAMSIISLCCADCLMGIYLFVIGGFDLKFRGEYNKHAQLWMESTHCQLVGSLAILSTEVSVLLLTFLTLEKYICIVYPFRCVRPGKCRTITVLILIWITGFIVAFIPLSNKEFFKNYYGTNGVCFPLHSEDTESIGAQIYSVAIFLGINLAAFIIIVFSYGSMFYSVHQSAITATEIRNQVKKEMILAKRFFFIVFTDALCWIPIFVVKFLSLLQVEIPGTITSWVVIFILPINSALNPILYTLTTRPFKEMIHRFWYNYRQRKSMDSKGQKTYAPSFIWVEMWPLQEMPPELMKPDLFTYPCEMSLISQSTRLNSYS
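HEK293T cells stably expressing RXFP1 were pretreated with the PDE4 inhibitor Ro 20174, exposed to compounds for 30 min at 37C, lysed, and cAMP was read by TR-FRET. Data normalized to buffer (basal) and 29 nM porcine relaxin (100%).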
RXFP1 antagonist: antagonists of human relaxin receptor RXFP1; Q9HBX9; HEK293-RXFP1, relaxin-stimulated cAMP HTRF, 30 min; active compounds read low; activity change, negative = inhibition, % at 57.5 µM; actives 0.59% (n = 350,000);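 active means activity change of -60% or lower, but not beyond a set lower limit; inconclusive means change between -60% and -40%, or beyond the set limit; inactive means change above -40%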; further: on the % scale 0 is the no-effect control and ±100 the full control effect
D2 antag: antagonists of human D2 dopamine receptor; P14416; HEK293 TREx D2 cells, calcium flux, dopamine EC80; inhibition, % at 10 µM; actives 2% (n = 340,000); AID 485344; in the data active means inhibition above about 30%; further: 0% is about no effect
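Read-out: kinetic calcium fluorescence (1 cycle/s) in inducible HEK293 T-REx D2 cells after an EC80 dopamine addition that followed 180 s compound preincubation. Loss of the dopamine response indicates antagonism.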
D1 ag: activates the human D1 dopamine receptor; P21728; HEK293 T-REx D1 cells, calcium flux, agonist mode; activation, % at 2 µM; actives 1% (n = 360,000); in the data active means activation above about 30%; further: 0% is about no effect
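Inducible HEK293 T-REx D1 cells, force-coupled to calcium signalling, were plated at 4000 cells/well with tetracycline and held overnight at 30 C. After no-wash calcium dye loading, compound-evoked calcium rise over 180 s flagged agonists.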
D1 potentiator: potentiators of human D1 dopamine receptor; P21728; HEK293 TREx D1 cells, calcium flux, dopamine EC20 potentiation; potentiation, % at 10 µM; actives 0.036% (n = 360,000); AID 504651; in the data active means potentiation above about 30%; further: 0% is about no effect
TRHR PAM: allosterically enhances the human TRH receptor. P34981. enhancement, % at 2 µM. actives 0.66% (n = 360,000). TRHR cells, fluo-8 calcium fluorescence, EC20 TRH enhancement; in the data active means enhancement above about 30%; further: 0% is about no effect
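TRHR-expressing cells loaded with fluo-8 calcium dye were read kinetically (ex 480/em 530) during compound addition, then stimulated with an EC20 of TRH (10 nM final). Enhancement of the Gq-mediated intracellular calcium response was scored.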
An asterisk follows results filed as active; u = inconclusive; x = no result given.

SMILES | D2 PAM | D1 antag | D2 ag | RXFP1 agonist | RXFP1 antagonist | D2 antag | D1 ag | D1 potentiator | TRHR PAM
CCOC(=O)Cc1csc(SCn2nnc3ccccc3c2=O)n1 | 5.2 | 14.7 | 0.6 | 0.3% | -1.3 | -15.2 | 0.5 | -4.9 | 2.6
Cc1cccc(C(C)C)c1NS(=O)(=O)c1cn(C)nc1C | 15.7 | 9.5 | 10.6 | 0.1% | 1.4 | -10.1 | 1.4 | -3.9 | 6.0
O=C(CCCN1C(=O)C2CC=CCC2C1=O)Nc1ccccc1F (stereo not drawn) | 15.6 | 10.3 | -1.7 | 7.2% | 0.5 | -13.3 | 4.8 | -4.7 | -3.0
Cc1cc(=O)oc2c3c(ccc12)OCN(Cc1ccc(Cl)cc1)C3 | -8.6 | -12.3 | -1.2 | 29.7% | -8.3 | x | -2.1 | -0.2 | -3.8
COc1ccccc1/C=c1\sc2nc(-c3ccco3)nn2c1=O | -1.4 | 8.6 | -0.1 | 0.0% | -4.1 | -2.4 | 3.5 | -4.7 | -7.1
Cc1ccc(NC(=O)CNC(=O)c2ccc(Br)o2)nc1 | -4.5 | -5.2 | 0.0 | 0.4% | -1.9 | -6.7 | 0.5 | -6.8 | -2.1
CN(CC(=O)Nc1ccc(Cl)c(C(F)(F)F)c1)C(=O)c1cn2ccccc2n1 | -17.3 | -6.2 | 0.1 | 0.9% | -7.8 | 3.9 | 15.9 | -0.7 | 4.2
Cc1ccc(S(=O)(=O)Cc2ccccc2Cl)cc1 | 5.5 | -21.5 | -0.8 | -0.4% | 0.6 | -9.4 | 0.0 | -5.3 | 14.4
COc1cccc(/C=N/NC(=O)C(=O)NCc2ccco2)c1O | 4.7 | -25.3 | 1.1 | -0.2% | -14.2 | -0.7 | 0.9 | 3.4 | -1.9
Cc1cc(C)c(S(=O)(=O)NC2CC(C)(C)NC(C)(C)C2)cc1C | 1.9 | 4.8 | 30.0* | -1.7% | -0.8 | 15.0 | 5.5 | 2.0 | 6.9
CCc1nnc(NC(=O)CSc2nc(-c3ccccc3)nc3ccccc23)s1 | -9.8 | -13.3 | -0.4 | 7.5% | -1.4 | 8.7 | 3.4 | 8.0 | -8.8
COc1ccccc1C(CNC(=O)C1COc2ccccc2O1)N1CCCC1 (stereo not drawn) | -9.3 | -3.6 | -0.6 | -0.4% | -3.3 | 2.2 | 3.2 | 2.0 | -7.6
COc1cccc(/C=c2\sc3nc(-c4cccs4)nn3c2=O)c1OC | x | -2.5 | x | -2.1% | 6.0 | x | 1.1 | -2.3 | 7.2
COC(=O)c1ccccc1S(=O)(=O)N1CCC(C(=O)OCC(=O)NC2CCCCC2C)CC1 (stereo not drawn) | -2.5 | 10.6 | -0.3 | -1.3% | 6.0 | -19.0 | -0.4 | 0.8 | 15.2
Cc1cccc(NC(=S)N(CCCN2CCOCC2)Cc2cn(C)c3ccccc23)c1 | -18.5 | -3.4 | -1.6 | 4.4% | -10.4 | -8.3 | 2.0 | -3.0 | 0.4
Cc1cc(C)c(S(=O)(=O)/N=C2/C=C(SCC(=O)O)C(=O)c3ccccc32)cc1C | -1.0 | 19.6 | -0.4 | -1.5% | -23.2 | 8.2 | 3.5 | 10.1 | -0.6
COc1ccc(S(=O)(=O)Nc2ccccc2Cl)cc1NC(C)=O | 8.5 | -3.9 | -0.7 | -0.6% | 1.9 | -13.9 | 2.0 | 2.8 | 1.8
CC(C)c1ccc(NC(=O)CSc2nc(=O)[nH]c3c2CCCC3)cc1 | -0.7 | 41.3 | 0.0 | 0.5% | 5.2 | 12.9 | 1.0 | 0.5 | 5.0
CS(=O)(=O)c1[nH]nc(-c2ccccc2Cl)c1C#N | x | -22.1 | x | 2.5% | -29.1 | x | 3.3 | -12.9 | 5.7
O=C1CCCc2c1cc(C(=O)NCCCN1CCOCC1)c(=O)n2-c1ccc(Cl)cc1 | -3.6 | -9.4 | 1.0 | 0.9% | -2.1 | -6.7 | 2.2 | -4.0 | -0.8
Cc1cccc(-c2nc(Cn3c(=O)cc(-c4ccccc4)c4c(C)nn(C)c43)c(C)o2)c1 | 7.4 | -3.4 | x | 0.6% | -9.1 | x | 8.8 | -4.1 | 12.9
CC(=O)c1ccc(-c2ccc([C@H]3[C@@H]4C=CCC[C@@]4(C)C(=O)N3Cc3ccccc3)c(F)c2)cc1 | -5.3 | 17.4 | 0.0 | 8.5% | x | -6.2 | 8.6 | 0.3 | -0.7
CC(C)Sc1nc2ccccc2n1CC(N)=O | -2.7 | 27.7 | 0.4 | 1.8% | -6.4 | -1.7 | 1.6 | -7.2 | -1.1
CC(C)C[C@@H](C)C(=O)N(Cc1ccccc1)c1ccccc1 | 5.2 | x | -1.1 | 1.7% | x | -8.0 | 2.9 | -5.2 | -5.3
COc1ccc(CNC(=O)CN2C(=O)NC(Cc3ccccc3)(c3ccccc3)C2=O)cc1OC (stereo not drawn) | 1.2 | -9.2 | -0.3 | 0.5% | -4.9 | -14.7 | 0.7 | -3.3 | -3.7

Compounds from the list above that contain four or more nitrogen atoms (5):
SMILES | D2 PAM | D1 antag | D2 ag | RXFP1 agonist | RXFP1 antagonist | D2 antag | D1 ag | D1 potentiator | TRHR PAM
CCOC(=O)Cc1csc(SCn2nnc3ccccc3c2=O)n1 | 5.2 | 14.7 | 0.6 | 0.3% | -1.3 | -15.2 | 0.5 | -4.9 | 2.6
CN(CC(=O)Nc1ccc(Cl)c(C(F)(F)F)c1)C(=O)c1cn2ccccc2n1 | -17.3 | -6.2 | 0.1 | 0.9% | -7.8 | 3.9 | 15.9 | -0.7 | 4.2
CCc1nnc(NC(=O)CSc2nc(-c3ccccc3)nc3ccccc23)s1 | -9.8 | -13.3 | -0.4 | 7.5% | -1.4 | 8.7 | 3.4 | 8.0 | -8.8
Cc1cccc(NC(=S)N(CCCN2CCOCC2)Cc2cn(C)c3ccccc23)c1 | -18.5 | -3.4 | -1.6 | 4.4% | -10.4 | -8.3 | 2.0 | -3.0 | 0.4
Cc1cccc(-c2nc(Cn3c(=O)cc(-c4ccccc4)c4c(C)nn(C)c43)c(C)o2)c1 | 7.4 | -3.4 | x | 0.6% | -9.1 | x | 8.8 | -4.1 | 12.9

Going on with the list:
SMILES | D2 PAM | D1 antag | D2 ag | RXFP1 agonist | RXFP1 antagonist | D2 antag | D1 ag | D1 potentiator | TRHR PAM
Cc1cn2c(N)c(C=C3C=C(Cl)C(=O)C(Cl)=C3)c(=O)nc2s1 | -2.3 | 5.7 | 16.9 | 1.3% | 3.3 | 2.8 | 50.9* | 3.1 | -2.7
C/C(CC(=O)Nc1ccc2c(c1)OCCO2)=N\NC(=O)COc1cccc(C)c1 | 10.1 | 12.1 | 0.1 | -1.4% | -5.4 | 3.6 | 2.3 | 4.7 | 8.5
CC(C)(C)n1nnnc1C(c1ccc(F)cc1)N1CCC(C(N)=O)CC1 (stereo not drawn) | 0.7 | -6.9 | 0.0 | 1.8% | 5.0 | 12.6 | 2.7 | -2.5 | -0.7
O=C(O)c1cc2n(n1)C(C(F)(F)F)CC(C1CC1)N2 (stereo not drawn) | 6.6 | 9.3 | 0.8 | -2.7% | 2.3 | 0.8 | 0.9 | 6.7 | 4.8
Cc1cccc(C(=O)c2c(N)sc3c2CCCC3)c1 | -1.7 | 9.9 | -1.1 | -0.3% | x | -3.4 | 0.3 | -0.5 | -4.4
COc1ccc(-n2c(=S)[nH]c3[nH]ncc3c2=O)cc1 | 1.7 | 42.7 | 1.4 | -0.3% | -10.4 | -6.7 | 1.4 | 11.2 | 13.6
N/C(Cn1cncn1)=N\NC(=O)C(=O)Nc1cccc(C(F)(F)F)c1 | 2.7 | 0.6 | 0.8 | -0.1% | -4.6 | -10.5 | 0.0 | -2.2 | -0.8
CC1CCCN(c2ncnc3c2nnn3C)C1 (stereo not drawn) | 4.2 | x | -2.0 | 12.6% | -2.7 | x | -3.3 | 4.3 | 1.5
COc1ccc(C(CNC(=O)c2ccc(S(=O)(=O)N3CCCC3)cc2)N(C)C)cc1OC (stereo not drawn) | 15.0 | 10.1 | 2.7 | -0.9% | -9.5 | -8.8 | 1.8 | 4.5 | -2.0
CN1CCN(NC(=O)CSc2ccc(Cl)cc2Cl)CC1 | 2.6 | -5.4 | 0.4 | -0.1% | -6.0 | 45.8* | 1.6 | -3.9 | 2.3
CCc1ccc(CNC(=O)CN2C(=O)C3CCCCN3c3ccc(C(=O)N4CCCC4)cc32)cc1 (stereo not drawn) | -1.6 | 9.1 | -0.8 | -0.3% | 3.5 | x | -0.6 | 8.7 | -7.6
Cc1ccc(-n2nnc(-c3nsc(NC(=O)c4ccccc4)n3)c2C)cc1 | 10.2 | 5.1 | 0.3 | 24.2% | -6.0 | x | 6.5 | 0.3 | -1.8
Cc1cc(N2C3CCC2CC(O)(c2ccc(F)cc2)C3)nc(-c2ccccc2)n1 (stereo not drawn) | -0.5 | -13.6 | 2.0 | 3.0% | -4.9 | -11.4 | 6.6 | -3.4 | 2.8
Cc1cc(-n2c(SCC(=O)Nc3ccc(F)c(F)c3)nc3n[nH]c(C)c3c2=N)ccc1Cl | -13.1 | -3.0 | 0.1 | u | 6.4 | 6.5 | 2.0 | -6.5 | -4.1
CC(=O)n1cc(N(C(=O)CCl)c2ccccc2)c2ccccc21 | 8.5 | -24.9 | 1.9 | 3.6% | 7.9 | -3.8 | 0.8 | -7.2 | -1.5
O=C(COc1ccc2c(-c3ccccc3)cc(=O)oc2c1)NCCCN1CCOCC1 | -4.3 | -3.8 | 0.2 | -0.8% | -14.0 | 5.4 | 6.4 | -1.7 | 1.3
C=C(c1ccccc1)c1ccccc1N | x | 0.4 | x | 1.8% | x | x | -0.9 | -3.5 | -2.7
COc1ccc(NC(=O)c2nc[nH]c2C(=O)N2CCC(C)CC2)cc1 | -6.5 | 23.7 | 0.5 | -0.1% | x | -11.0 | 0.1 | -0.1 | -1.1
Cc1cccc(NC(=O)CN2C(=O)N/C(=C/c3cc(C)n(-c4cccnc4)c3C)C2=O)c1 | x | 5.2 | 1.0 | 0.1% | -6.4 | -2.8 | 0.4 | -1.6 | -3.1
CS(=O)(=O)N(CC(=O)O)c1ccc(C23CC4CC(CC(C4)C2)C3)cc1 | 4.1 | 0.1 | -0.6 | 0.5% | 4.0 | -12.9 | 0.9 | -10.2 | 3.6
CCC(NC(=O)c1ccccc1NC(=O)c1ccc(OC)cc1)C(=O)N1CCCC1 (stereo not drawn) | 1.1 | -14.6 | 3.4 | 3.1% | -4.5 | -3.4 | 2.7 | -2.9 | 4.1
CCc1nnc(NC(=O)CCC(=O)NC2CC2)s1 | -1.9 | -8.1 | 0.6 | 7.3% | -6.5 | 25.1 | 0.2 | 0.6 | -2.2
Cc1ccc(NC(=S)NNC(=O)Cn2nc([N+](=O)[O-])cc2C)cc1 | 4.2 | -4.9 | -0.8 | 0.3% | 28.4 | -14.4 | 1.7 | -6.8 | 2.1
FC(F)(F)c1ccc(N/N=C/c2cccnc2)nc1 | x | -4.2 | 3.4 | -0.7% | -10.4 | 8.1 | -1.1 | -5.0 | 0.7

This is a subset. The share of hits here may be higher or lower than overall.
